D2 antag: HTS Assay for Allosteric Antagonists of the Human D2 Dopamine Receptor: Primary Screen for Antagonists. HEK293 TREx D2 cells, calcium flux, dopamine EC80. 2% of 340,000 active. D(2) dopamine receptor (Homo sapiens), P14416. inhibition, % at 10 µM; in the data active means inhibition above about 30%; further: 0% is about no effect
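Compounds are added to dye-loaded, induced HEK293 T-REx cells coupled to calcium release via D2; after a 3 min kinetic read an EC80 dopamine stimulus is given and fluorescence is recorded for 3 more min.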
12-LOX inh: Primary qHTS assay for inhibitors of human arachidonate 12S-lipoxygenase (ALOX12): Round 2; Potency, µM (highest dose often 108 µM), inactives show top-dose activity change, negative = inhibition, actives largely listed as inhibitors; purified 12hLO, xylenol orange hydroperoxide absorbance; AID 1671190, 2021; 1.1% of 580,000 active; Polyunsaturated fatty acid lipoxygenase ALOX12 (Homo sapiens), P18054; further: potency means the concentration at half of the fitted maximal effect; on the % scale 0 is the no-effect control and ±100 the full control effect
Target sequence (P18054 whole entry, looked up): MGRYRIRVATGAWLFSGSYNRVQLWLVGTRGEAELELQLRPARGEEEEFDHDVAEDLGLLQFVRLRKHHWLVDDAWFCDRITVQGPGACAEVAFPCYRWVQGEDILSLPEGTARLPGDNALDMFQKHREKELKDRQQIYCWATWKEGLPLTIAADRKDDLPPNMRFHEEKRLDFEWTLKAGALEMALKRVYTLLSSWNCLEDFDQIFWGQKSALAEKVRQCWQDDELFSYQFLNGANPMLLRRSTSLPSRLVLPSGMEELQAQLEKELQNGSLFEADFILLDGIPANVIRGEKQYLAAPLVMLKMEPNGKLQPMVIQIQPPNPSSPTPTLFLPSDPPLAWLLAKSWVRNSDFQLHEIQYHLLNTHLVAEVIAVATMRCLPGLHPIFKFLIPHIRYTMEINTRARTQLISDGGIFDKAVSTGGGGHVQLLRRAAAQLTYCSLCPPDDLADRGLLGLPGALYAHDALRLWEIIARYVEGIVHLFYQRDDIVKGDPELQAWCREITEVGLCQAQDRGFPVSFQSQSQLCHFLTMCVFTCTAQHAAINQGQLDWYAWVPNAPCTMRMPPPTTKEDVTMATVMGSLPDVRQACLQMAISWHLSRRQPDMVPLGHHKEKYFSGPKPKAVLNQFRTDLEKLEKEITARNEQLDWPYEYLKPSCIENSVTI
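Hydroperoxide product was detected by ferrous iron/xylenol orange as the 573 to 405 nm absorbance ratio. Arachidonic acid at 40 uM (final) was turned over for 30 min at room temperature by 150 nM human 12hLO, pH 7.0 Hepes buffer, after 15 min compound preincubation.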
Glioma ERSR ind: qHTS for Inducers of the Endoplasmic Reticulum Stress Response (ERSR) in Human Glioma: qHTS | U87-MG GRP78 promoter luciferase reporter, 16 h | Potency, µM, inactives show at the top dose activation, most hits filed as activators | 0.02% of 420,000 active | AID 602332, 2012; further: potency means the concentration at half of the fitted maximal effect; series mostly up to about 76 µM; % of control where 0% means no effect; nearly all actives have a fitted effect of over 35% in size
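ERSR induction read as luciferase luminescence (Bright-Glo, 10 min at room temperature) in stably transfected human U87-MG glioma cells exposed to compounds for 16 h, using GRP78 as sensor.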
ERG Ets-DNA blk: qHTS for Small Molecule Inhibitors of the ERG Ets/DNA interaction | Transcriptional regulator ERG (Homo sapiens), P11308 | fluorescence polarization, His-ERG Ets domain / labelled DNA | Potency, µM (highest dose often 76.9 µM), for the others: at the top dose FP activity, negative = inhibition, most hits filed as inhibitors | 0.028% of 370,000 active | AID 624246, 2012; active means well fitted inhibition curve with a large enough effect in the polarisation, with a control signal flat; inconclusive means small, poorly fitted or top-dose-only effect, or effect the other way, or a change in a side signal; inactive means no such curve, though single readings can be large or run the other way; the % refers to the polarisation;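 further: polarization taken with two DNA probes labelled with fluorescein and Texas red; potency means the concentration at half of the fitted maximal effect; % of control where 0% means no effect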
Target sequence (P11308 whole entry, looked up, the tested form may be a part): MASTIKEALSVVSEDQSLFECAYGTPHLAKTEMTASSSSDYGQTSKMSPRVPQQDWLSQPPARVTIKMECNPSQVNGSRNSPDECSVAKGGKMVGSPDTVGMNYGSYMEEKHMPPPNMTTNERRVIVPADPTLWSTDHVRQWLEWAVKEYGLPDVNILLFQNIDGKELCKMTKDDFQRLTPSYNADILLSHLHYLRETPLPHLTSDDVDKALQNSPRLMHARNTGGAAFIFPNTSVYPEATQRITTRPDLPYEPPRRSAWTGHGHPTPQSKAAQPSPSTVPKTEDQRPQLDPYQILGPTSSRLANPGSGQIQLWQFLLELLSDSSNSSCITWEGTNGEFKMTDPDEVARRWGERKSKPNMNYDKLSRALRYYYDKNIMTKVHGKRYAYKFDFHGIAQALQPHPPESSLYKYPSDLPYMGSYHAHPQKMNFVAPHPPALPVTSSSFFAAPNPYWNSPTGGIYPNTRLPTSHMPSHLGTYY
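His-tagged ERG Ets domain (1 uM in the protein solution; 300mM KCl, 50mM Tris-HCl, 1mM EDTA, 1mM DTT, pH 7.5) received compound, then a probe mix of 5 nM fluorescein-DNA and 100nM Texas-615-DNA. Fluorescence polarization was read for both dyes.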
D2 ag: HTS Assay for Allosteric Agonists of the Human D2 Dopamine Receptor: Primary Screen for Agonists | HEK293 T-REx D2 cells, calcium flux agonist mode | D(2) dopamine receptor (Homo sapiens), P14416 | activation, % at 2 µM | 0.53% of 340,000 active;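 active means activation over 3 SD above normal in the single-dose calcium agonist read, cut at about 30% in these data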; further: 0% is about no effect
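Agonism is scored from calcium flux in a force-coupled, inducible HEK293 cell line expressing D2, read kinetically for 180 s after compound addition against dopamine controls.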
RGS4 inhibitor: Inhibitors of Regulator of G Protein Signaling (RGS) 4: qHTS. Regulator of G-protein signaling 4 (Homo sapiens), P49798. Transcreener GDP fluorescence polarization, RGS4-accelerated GTP hydrolysis. Potency, µM (titrated, usually from 114 µM), for the others: top-dose activity change, negative = inhibition, hits mostly inhibitors. 0.039% of 390,000 active. AID 504845, 2011; further: potency means the concentration at half of the fitted maximal effect; on the % scale 0 is the no-effect control and ±100 the full control effect; nearly all actives have a fitted effect of over 75% in size; some results filed as inactive show a strong effect at the top dose
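MLSMR compounds (23 nl, pin-transferred) preincubated 10 min at room temperature with a 500nM (2x) first reagent, then RGS4 at 900nM (2x) plus Transcreener GDP mix added; fluorescence polarization (620/688 nm) read before and after 90 min at 30 °C.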
Vif-APOBEC3F blk: qHTS for Inhibitors of Vif-A3F Interactions: qHTS; 0.2% of 390,000 active; Potency, µM (doses to about 46.1 µM), inactives show at the highest dose activity, negative = active; HeLa A3F-eYFP + Vif (tagged APOBEC3F with the HIV-1 protein that degrades it), YFP fluorescence increase; further: potency means the concentration at half of the fitted maximal effect; % of control where 0% means no effect; nearly all actives have a fitted effect of over 65% in size
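Fluorescence increase (Ex 488/Em 500-530) after overnight compound treatment at 37 deg C flags inhibition of Vif-driven A3F-eYFP loss in stable HeLa A3F-eYFP/Vif cells seeded overnight beforehand.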
Vif-A3G inh: qHTS for Inhibitors of Vif-A3G Interactions: qHTS. HeLa A3G-eYFP + Vif (tagged APOBEC3G with the HIV-1 protein that degrades it), YFP fluorescence, overnight. Potency, µM (doses to about 46.1 µM), inactives show top-dose activity, negative = active, usual class: inhibitors. 0.076% of 410,000 active. AID 602310, 2012;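 further: potency means the concentration at half of the fitted maximal effect; on the % scale 0 is the no-effect control and ±100 the full control effect; nearly all actives have a fitted effect of over 60% in size; hits raise eYFP signal because A3G escapes Vif-driven loss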
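Read-out is eYFP fluorescence (Ex 488/Em 500-530) from Vif-expressing HeLa A3G-eYFP cells; more signal means A3G escaped Vif-mediated degradation. Cells plated overnight, compound pinned in, incubated overnight at 37 deg C.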
LDHA block: qHTS assay for inhibitors of human lactate dehydrogenase. L-lactate dehydrogenase A chain (Homo sapiens), P00338. 0.15% of 480,000 active. purified LDHA, NADH/diaphorase-resazurin fluorescence; stronger effect = lower value. activity change, % (values are at about 110 or 230 µM); in the data active means activity change below about -30%; inconclusive means mostly about -25% to -30%;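 further: plate controls were DMSO wells for no effect and wells without enzyme for full effect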
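Resorufin fluorescence (ex540/em590), read at 0 and 20 min after diaphorase/resazurin addition, reports the NADH left after a 5 min room-temperature reaction of 2 nM human LDH5 with 0.06 mM NADH and 0.2 mM pyruvate.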
Active calls of the source: *; i = inactive; ? = inconclusive; nt = no result given; & = joins results of further samples; [ ] = remark or other dose. Unless noted, the call rests on the fitted dose curve; in most records, active means well fitted curve in the direction sought with a large enough effect; inconclusive means small, poorly fitted or top-dose-only effect, or another doubt; inactive means no such curve, though single readings can be large; an effect the other way counts as inactive or inconclusive. Some of the compounds tested, so the mix of outcomes need not match the whole.

SMILES	D2 antag	12-LOX inh	Glioma ERSR ind	ERG Ets-DNA blk	D2 ag	RGS4 inhibitor	Vif-APOBEC3F blk	Vif-A3G inh	LDHA block
Cn1ncc2c(O/N=C(\N)c3ccc(C(C)(C)C)cc3)ncnc21	-1	nt	-17%	8%	0.3	-10%	0%	1%	8
COc1cccc(CNC(=O)C(=O)NCC(c2ccco2)S(=O)(=O)c2ccccc2)c1 (configuration not stated)	nt	-15%	-3%	-1%	-3.1	5%	0%	5%	0
COc1cc(C)c(Cl)c(C)c1S(=O)(=O)NCc1ccc2c(c1)OCO2	-3	-7%	-5%	3%	0.0	22%	-1%	1%	2
CCc1noc(C)c1C(=O)Nc1sc(C(=O)N(C)C)c(C)c1C#N	nt	?	-2%	5%	nt	?	-11%	-3%	-1
CCCNS(=O)(=O)c1ccc(CCC(=O)NCc2ccco2)cc1	10	?	-3%	5%	0.4	-69%[56.9 µM]	1%	1%	0
Cn1cc(S(=O)(=O)N2CCCC(C(=O)O)C2)cn1 (configuration not stated)	15	-5%	-1%	-5%	1.1	-3%	4%	6%	-5
COc1ccc(C(=O)C(OC(=O)c2ccccc2)c2ccccc2)cc1 (configuration not stated)	-20	-19%	2%	-4%	-0.9	-15%	-4%	?	-2
CCC(C)(C)NC(=O)CN(Cc1ccc2c(c1)OCO2)C(=O)CCC(=O)Nc1nccs1	41*	-3%	-6%	-5%	-0.7	15%	15%	-4%	-7
COC(=O)c1c(C)[nH]c(C(=O)OCc2csc(CC(=O)Nc3ccccc3C)n2)c1C	nt	-2%	-2%	9%	nt	10%	?	-5%	-4
O=C(O)C1Nc2c(O)cccc2C2C=CCC12 (configuration not stated)	-8	88%[activator]	-5%	7%	-0.3	?	-8%	1%	9
C[C@H](CO)N1C[C@H](C)[C@@H](CN(C)C(=O)c2ccc3c(c2)OCO3)Oc2cc(/C=C/c3ccccc3)ccc2S1(=O)=O	nt	-8%	-5%	nt	nt	nt	-4%	-8%	1
Cc1ccc([N+](=O)[O-])c2c1C(N1CCCCC1)C(C)(C)O2 (configuration not stated)	3	-7%	-1%	-6%	1.9	19%	13%	-1%	-3
CCN(CC)CCNC(=O)C(Cl)=C1C(Cl)=C(Cl)C(Cl)=C1Cl	nt	?	-13%	6%	nt	5%	?	-15%	-1
Cc1cccc(C(=O)NNC(=O)CCn2nnc3ccccc32)c1	9	24%	-4%	5%	1.2	-18%	6%	-2%	-1
COc1ccc(NC(=O)c2nnn(Cc3nc(-c4cc(Br)ccc4OC)oc3C)c2C)cc1	nt	?	-1%	-1%	-0.1	-7%	-3%	2%	-1
COc1ccc(C(=O)Nc2ccccc2)cc1S(=O)(=O)Nc1cc(C)on1	-14	-10%	-2%	-1%	1.4	-9%	-7%	0%	1
O=C(NCCO)C(=O)NCC(c1ccc2c(c1)OCO2)N1CCN(c2ccc(F)cc2)CC1 (configuration not stated)	-4	5%	-1%	11%	-0.2	4%	-2%	-4%	-1
CC(C)n1c(NCc2c[nH]c3ccccc23)nc2ccccc21	-9	?	-3%	8%	0.8	-6%	7%	-6%	-4&2
O=C(O)CC(=O)Nc1ccc(Oc2ccc(C(F)(F)F)cn2)c(Cl)c1	-11	1%	-1%	-2%	-0.9	16%	-19%	-6%	2
Cc1ccc(NC(=O)CSc2n[nH]c(-c3ccncc3)n2)cc1C	15	2%	0%	-1%	0.6	-8%	-1%	0%	4
CCOc1ccc(-c2cccc(NS(=O)(=O)c3ccc(Cl)s3)c2)nn1	nt	-11%	-7%	-9%	nt	-15%	3%	-1%	1
C=CCNc1oc(-c2cccs2)nc1S(=O)(=O)c1ccccc1	-6	-6%	-3%	-5%	0.0	-30%	-13%	-2%	0
O=C(CNC(=O)[C@@H]1Cc2ccccc2CN1)NCc1ccco1	1	14%	-7%	10%	0.3	-10%	4%	-1%	4
COc1cc(NC(=S)N(C)CCC#N)c(OC)cc1Cl	-4	0%	-4%	8%	0.1	-20%	-29%	0%	-5
Nc1ccc(S(=O)(=O)Nc2ccc(S(N)(=O)=O)cc2)cc1	6	17%	-4%	nt	-0.7	-2%	-3%	0%	-8
COc1ccc(NC(=O)NCCCCc2ccccc2)cc1OC	-5	87%[activator]	-1%	-17%	-1.2	30%	0%	3%	-12
CCC1(CC)NC(=O)N(Cc2nc3ccccc3s2)C1=O	-27	-6%	13%	3%	0.9	8%	2%	-2%	-5
CCOc1ccc(CCNC(=O)CCc2cn(Cc3ccccc3F)c3ccccc23)cc1OCC	nt	-4%	-2%	1%	0.7	?	2%	5%	-6
O=C(COC(=O)c1ccc(F)cc1)NCC1CCCCC1	nt	2%	2%	-5%	nt	0%	3%	3%	0
CCc1ccccc1N(CC)C(=O)C1CCN(c2ncnc3c2nc2n3CCCCC2)CC1	-15	-3%&-16%	?	-3%&2%	-1.3&-2.6	13%&-28%	5%&-9%	0%&10%	3&0

With a hit mark in D2 antag, among the entries above:
Structure | D2 antag | 12-LOX inh | Glioma ERSR ind | ERG Ets-DNA blk | RGS4 inhibitor | Vif-A3G inh | LDHA block
CCC(C)(C)NC(=O)CN(Cc1ccc2c(c1)OCO2)C(=O)CCC(=O)Nc1nccs1 | 41* | -3% | -6% | -5% | 15% | -4% | -7

(continued)
SMILES	D2 antag	12-LOX inh	Glioma ERSR ind	ERG Ets-DNA blk	D2 ag	RGS4 inhibitor	Vif-APOBEC3F blk	Vif-A3G inh	LDHA block
COc1ccc2c(c1)c(C(=O)CN1CCOCC1)c(C)n2C	2	0%	-3%	-2%	1.1	5%[11.4 µM]	-6%	-12%	7
O=C(CSc1nc(-c2ccco2)cc(C(F)(F)F)n1)Nc1ccc(C(=O)N2CCOCC2)cc1	-16	5%	2%	-4%	-0.1	0%	-4%	-6%	-4
Cc1ccc(NC(=O)c2cc3ccccc3o2)cc1Cl	-12	8%	3%	1%	-1.2	-36%	-10%	0%	1
COc1ccc(-c2onc3ccc(Br)cc23)cc1	-1	-25%	2%	4%	1.4	18%	-21%	-16%	-7
Cc1ccc(S(=O)(=O)N(CC(O)Cn2c3ccccc3c3ccccc32)c2cccc(C(N)=O)c2)cc1 (configuration not stated)	nt	?	-8%	6%	-0.3	0%	-5%	-5%	-6
O=S(=O)(c1ccc(C2CCCCC2)cc1)N1CCN(c2ccc(Cl)c(Cl)c2)CC1	nt	-26%	-1%	5%	nt	-9%	-5%	-3%	2
COc1ccc(Nc2ncc3c(n2)CCN(Cc2ccc(Br)s2)C3)c(OC)c1	nt	-17%	-2%	-6%	nt	12%	4%	1%	2
O=S(=O)(NCCc1ccncc1)c1ccc(Br)cc1	6	0%	-5%	-1%	0.2	5%	4%	0%	-3
O=C(c1ccccc1)N1CCC(c2nc(-c3ccc(S(=O)(=O)N4CCOCC4)cc3)no2)CC1	-1	0%	-5%	5%	0.7	-21%	-12%	0%	-7
O=C(CSc1nnnn1C1CCCCC1)NCc1ccc2c(c1)OCO2	nt	-7%	-3%	nt	nt	-20%	-10%	1%	-3
CCCCn1c(SCC(=O)NCCc2ccc(OC)c(OC)c2)nc2c1c(=O)n(C)c(=O)n2C	nt	-10%	-4%	-10%	nt	-15%	0%	2%	-1
O=C(CSc1n[nH]c(=O)n1Cc1ccco1)N1CCOCC1	-9	95%[activator]	-5%	-10%	1.1	2%	-1%	0%	-13
COCCNC(=O)COC(=O)c1cc(-c2ccc(OC)cc2)nc2ccccc12	-5	?	6%	0%	0.8	?	-8%	-2%	2
O=C(O)c1ccc2c(c1Nc1ccccc1)C(=O)c1ccccc1C2=O	nt	90%[activator]	-5%	10%	nt	-15%	1%	-26%	23
CN(C(=O)c1ccc(NC(=O)Cc2cccc([N+](=O)[O-])c2)cc1)C1CCCC1	nt	0%	-3%	0%	nt	5%	0%	3%	-3
COc1cc(NC(=O)COC(=O)c2ccccc2SCC(=O)N2CCCC2)cc(OC)c1	-29	-23%	-3%	-6%	-0.4	-41%	-1%	-5%	3
CC1(C)CC(=O)C(N=Nc2cccc(F)c2C#N)=C(O)C1	-6	-21%	-1%	18%	-0.2	16%	-1%	-7%	9
C=C(C)CC(NCc1ccco1)c1ccc(OC)cc1 (configuration not stated)	0	174%[activator]	-9%	-18%	0.3	2%	-12%	1%	-3
CC(C)(CO)NC(=O)CC1C(=O)NCCN1Cc1ccc(-c2ccccc2)cc1 (configuration not stated)	0	0%	-5%	-10%	0.5	2%	10%	-4%	0
Oc1ccc2ccccc2c1N=Nc1ccccn1	12	0%	-6%	9%	0.7	-31%	2%	-25%	-5
Oc1ccccc1C1CC(c2cccs2)=NC(c2cccc(Br)c2)N1 (configuration not stated)	5	i	?	-3%	2.2	-24%	-5%	?	-5
O=C(COc1ccc(-c2ccccc2)cc1)N/N=C/c1cccnc1	-6	5%	-2%	8%	0.1	-14%	3%	-17%	-9
Cc1ccc([C@@H]2[C@@H]3C(=O)N(c4ccccc4)C(=O)[C@@H]3[C@]3(C)C(=O)N(Cc4ccccn4)CC(=O)N23)o1	1	1%	-4%	-4%	0.1	11%	-8%	1%	-8

Screens as filed in PubChem BioAssay.
